Bioassay records: PubChem BioAssay, several laboratories
MrgX1 allo act – allosterically activates human MrgX1 receptor signaling | MrgX1-HEK293, Fluo-4 calcium flux, FDSS; active compounds read high | B-score at 10 µM | 310,000 tested, 0.63% active | AID 588675;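 active = plate-corrected calcium response at least 3 library SD above typical, normal starting fluorescence, not activating the receptor alone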;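 also: compound read alongside a low EC10 to EC30 dose of BAM8-22 agonist; peak minus trough fluorescence over baseline measured at the second addition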
Target sequence (Q96LB2 whole entry, looked up): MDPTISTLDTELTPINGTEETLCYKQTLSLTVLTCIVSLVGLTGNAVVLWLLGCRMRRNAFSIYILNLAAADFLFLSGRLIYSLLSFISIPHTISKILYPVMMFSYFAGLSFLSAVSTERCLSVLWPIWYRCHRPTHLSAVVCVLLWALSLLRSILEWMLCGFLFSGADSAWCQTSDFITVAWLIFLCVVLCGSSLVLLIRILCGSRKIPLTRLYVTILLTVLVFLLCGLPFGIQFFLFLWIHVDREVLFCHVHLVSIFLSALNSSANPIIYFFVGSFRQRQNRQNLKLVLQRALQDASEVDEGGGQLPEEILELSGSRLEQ
AI-2 QS modul – modulators of Vibrio harveyi AI-2 quorum sensing system | 300,000 tested, 0.4% active | Vibrio harveyi JMH597 AI-2 luminescence/OD600 ratio, 9 h; active compounds read low; strain lacks LuxN and CqsS sensors; 0 = neutral-control median | activity change, % at 7.5 µM; in the data active = activity change below about -75%, passing the limit was not always enough;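 also: luminescence divided by OD600 gain over 9 h not by final OD600 alone; inactives centre near 13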
TRPC6 act – mouse TRPC6 channel activation; HEK293-TRPC6 membrane potential dye fluorescence; active compounds read high; B-score at 10 µM; Q61143; AID 2550; 310,000 tested, 0.13% active;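 active = B-score of the integrated fluorescence ratio above library mean plus 3 SD, and starting fluorescence ratio within library mean plus 5 SD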;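 also: higher score means more depolarization so channel activation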
TRPC4 potent – allosterically enhances the mouse TRPC4 cation channel; Q9QUQ5; HEK293 TRPC4beta/mu-opioid, DAMGO EC20, Fluo-4 Ca2+ flux; active compounds read high; B-score at 10 µM; 310,000 tested, 0.42% active; AID 2227;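 active = B-score of calcium response area above 5 SD of library B-scores, with initial fluorescence ratio within 5 SD of library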;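 also: B-score of integrated fluorescence ratio over time as area under calcium response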
MrgX1 agonist – human MrgX1 receptor agonism, primary screen; Q96LB2; MrgX1-HEK293 cells, Fluo-4 calcium fluorescence, agonist mode; active compounds read high; B-score at 10 µM; 310,000 tested, 0.44% active;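 active = calcium response B-score plate-corrected fluorescence ratio at least 3 library SD, with starting fluorescence B-score inside 5 SD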
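Material: MrgX1-expressing HEK293 cells / Dosing: compound as first of three additions / Incubation: overnight seeding, then 1 h dark dye loading / Signal: Fluo-4 NW calcium fluorescence / Evaluation: B-scored fluorescence response ratio / Benchmarks: positive and negative control wells on each plate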
TRPC4 agonist – TRPC4 (mouse) channel activation | AID 2237 | Q9QUQ5 | HEK293 TRPC4beta/mu-opioid, Fluo4 calcium fluorescence; active compounds read high | 310,000 tested, 0.49% active | B-score at 10 µM;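 active = B-score above 5 SD of library B-scores, and initial fluorescence ratio not above library mean plus 5 SD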;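 also: positive B-score marks a calcium rise read as TRPC4 activation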
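System – HEK293 cells stably co-expressing mouse TRPC4beta and mu-opioid receptor · Signal – Fluo4 calcium-sensitive dye fluorescence, kinetic, 1 Hz baseline · Benchmarks – buffer (low) and maximal DAMGO (high) · Read-out – B score of integrated fluorescence ratio per well · Incubation – dye loading 45 min room temperature, 110 s kinetic read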
MrgX1 antagonist – antagonists of human MrgX1 receptor | MRGX1-HEK293 calcium flux, Fluo-4, BAM8-22 antagonism; active compounds read low | Q96LB2 | 310,000 tested, 1.3% active | AID 588676 | B-score at 10 µM;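 active = calcium-response B-score plate-corrected more than 3 library SD below zero, starting fluorescence within 5 deviations, no agonist response on first addition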;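 also: peak minus trough fluorescence over baseline after final BAM8-22 challenge near maximal dose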
TRPC6 inhibitor – blocks the mouse TRPC6 cation channel; Q61143; HEK293-TRPC6, membrane potential dye, ACh-evoked depolarization; active compounds read low; B-score at 10 µM; 310,000 tested, 1.1% active; AID 2553;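 active = B-score under library mean minus 3 SD, initial fluorescence not abnormally high, positive integrated signal ratio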;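 also: B-score derived from integrated fluorescence ratio over the kinetic read; more negative B-score means stronger inhibition of depolarization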
HIF act – HIF pathway transcriptional activation. 300,000 tested, 0.32% active. activation, % at 7.5 µM (by protocol). U2OS HRE-luciferase reporter, luminescence; normalized: DMSO 0%, desferrioxamine 100%. AID 1910;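 active = mean activation of at least 10% of the iron chelator positive control signal, with at least half of replicates also reaching 10%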
PolyA inh – inhibitors of polyadenylation in S. cerevisiae | S. cerevisiae SKY197-pL101 polyadenylation reporter, beta-gal luminescence; efflux-impaired pdr1/pdr3 knockout yeast; score 100 = 6 SD above DMSO | 300,000 tested, 0.02% active | calls only at 12 µM;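 active = lowest replicate activity score at least 50, where 100 means six control SD above control mean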;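 also: yeast exposed to compound for 9 h at 30 °C; higher score means more reporter readthrough which indicates perturbed polyadenylation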
TRPC4 block – inhibitors of mouse TRPC4 channel; HEK293 TRPC4beta/mu-opioid, DAMGO-evoked Fluo4 calcium flux; active compounds read low; B-score at 10 µM; 300,000 tested, 0.39% active;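 active = B-score over 3 SD under the library average, no early fluorescence shift, positive overall ratio signal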
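material = TRPC4beta/mu-opioid receptor HEK293 cell line | probe or stimulus = sequential submaximal and maximal DAMGO stimulation | compound dosing = one concentration per compound | measured by = Fluo4 Ca2+ flux fluorescence | evaluation = integrated fluorescence ratio relative to baseline, converted to per-well B score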
Starred values were filed as active, the others as inactive; i = inactive; / = not tested or not shown. These rows are one share of the data; count on the stated rates, not on these rows.

SMILES,MrgX1 allo act,AI-2 QS modul,TRPC6 act,TRPC4 potent,MrgX1 agonist,TRPC4 agonist,MrgX1 antagonist,TRPC6 inhibitor,HIF act,PolyA inh,TRPC4 block
O=C(N/N=C/c1sc(=O)[nH]c1-[n+]1ccc2ccccc2c1)c1ccccc1[O-],i,41,i,i,i,i,i,i,-0.4,i,i
CC(C)OC(=O)CSc1nc(N)c(C#N)c(-c2ccco2)c1C#N,i,9,i,i,i,i,i,i,-0.2,i,i
O=C(O)/C=C/c1ccc(S(=O)(=O)Nc2ccc(C(=O)NCC(=O)O)cc2)cc1,i,18,i,i,i,i,i,i,0.4,i,i
COC(=O)CSc1snnc1-c1ccc(Cl)c(Cl)c1,i,10,i,i,i,i,i,i,1.0,i,i
CC1=NN=C(c2ccccc2)C(c2c[nH]c3ccccc23)N1O (configuration not stated),i,4,i,i,i,i,i,i,0.8,/,i
O=S(=O)(c1ccc(Cl)cc1)N1CCC(n2cccc2)CC1,i,13,i,i,i,i,i,i,0.0,i,i
COc1ccc(C(C(=O)NC2CCCCC2)N(C(=O)c2snc(C(N)=O)c2N)c2ccc(OC)cc2OC)cc1 (configuration not stated),i,53,i,i,i,i,i,i,0.2,i,i
C/C(CC(=O)Nc1ccc(Cl)cc1Cl)=N\NC(=O)c1ccco1,i,6,i,i,i,i,i,i,3.4,i,i
O=C(CCc1nnc(C2(c3ccc(Cl)cc3)CCC2)o1)N1CCCC(O)C1 (configuration not stated),i,5,i,i,i,i,i,i,-0.5,i,i
CCCCOP(=O)(OCCCC)C(O)c1ccc(N(C)C)cc1 (configuration not stated),i,13,i,i,i,i,i,i,0.2,i,i
Cc1ccc(SCC(=O)OCn2nnc3ccccc3c2=O)cc1C,i,10,i,i,i,i,i,i,/,i,i
C/C(=N\Nc1nc2ccccc2[nH]1)c1cc2ccccc2o1,i,-13,i,i,i,i,i,i,2.1,i,i
CC(C)c1ccc(N(CC(=O)NCc2ccc(F)cc2)C(=O)c2snc(C(N)=O)c2N)cc1,i,22,i,i,i,i,i,i,-0.2,i,i
CC(C)C(OC(=O)c1cc2occc2n1C)C(=O)NCc1ccc2c(c1)OCO2 (configuration not stated),i,2,i,i,i,i,i,i,-0.1,i,i
CCOC(=O)[C@@H]1[C@H]2COc3cc(OC)ccc3[C@@H]2N2C(=O)N(c3ccc(C(F)(F)F)cc3)C(=O)[C@@]12C,i,29,i,i,i,i,i,i,0.9,i,i
CN(CC(=O)Nc1ccc(Cl)c(C(F)(F)F)c1)C(=O)Cc1c[nH]c2ccccc12,i,4,i,i,i,i,i,-5.7*,-1.6,/,i
Cc1ccnc(NC(=O)C2CCN(S(=O)(=O)c3cccc4nsnc34)CC2)c1,i,1,i,i,i,i,i,i,-0.6,i,i
Cn1c2ccccc2c2cnn(CC(=O)Nc3ccc(F)cc3F)c(=O)c21,i,13,i,i,i,i,i,i,-0.3,i,i
Nc1ccccc1Nc1c(F)c(F)nc(F)c1Cl,i,5,i,i,i,i,i,i,0.1,i,i
c1cc2c(cnc3cscc32)s1,i,10,i,i,i,i,i,i,0.8,i,i
O=C(CSc1ccc(-c2nc3ccccc3[nH]2)cn1)Nc1ccc2c(c1)OCCO2,i,9,i,i,i,i,i,i,0.2,i,i
O=C(OCC(=O)N(CCc1ccccc1)Cc1ccccc1)c1cccc(O)c1,i,53,i,i,i,i,i,i,-0.4,i,i
O=C(CCNC(=O)c1ccccc1Cl)Nc1cccc(C(F)(F)F)c1,i,25,i,i,i,i,i,i,0.0,i,i
Cc1ccc(Oc2nc3ccccn3c(=O)c2/C=C(\C#N)C(=O)Nc2c(C)n(C)n(-c3ccccc3)c2=O)cc1,i,13,i,i,i,i,i,i,0.2,i,i
Cc1[nH]c2ccc(S(N)(=O)=O)cc2c1C,i,2,i,i,i,i,i,i,0.1,i,i
CC1CN(C(=O)N2c3ccccc3Sc3ccccc32)C(C)CC1=O (configuration not stated),i,28,i,i,i,i,i,i,-0.8,i,i
O=C(NCCO)c1cccc(Nc2nc(-c3ccccc3)c3cc(Cl)ccc3n2)c1,i,6,i,i,i,i,i,i,-0.5,i,i
Cc1ccccc1C(=O)c1cccn1CC(=O)O,i,12,i,i,i,i,i,i,-0.3,i,i
COc1ccc(-c2ccc(-c3noc(C(C)C)n3)c(OC)n2)cc1,i,-2,i,i,i,i,i,i,2.0,i,i
COc1ccc(CNC(=O)CCc2nc3cc(S(=O)(=O)N(C)C)ccc3n2C)cc1OC,i,15,i,i,i,i,i,i,0.9,i,i
COc1cc(N/C=C2\CC(=O)NC(C)=C2C#N)cc(OC)c1OC,i,21,i,i,i,i,i,i,-0.1,i,i
CCOC(=O)c1c(CC(C)C)csc1NC(=O)c1ccccc1C(=O)O,i,30,i,i,37*,i,i,i,-0.4,i,i
CCn1ncc(C2=NOC(C(=O)Nc3cnn(C45CC6CC(CC(C6)C4)C5)c3)C2)c1C (configuration not stated),i,7,19*,i,i,i,i,i,-0.1,i,i
COc1ccc(CCC(=O)OCC(=O)Nc2ccc(C)c(S(=O)(=O)N(C)C)c2)cc1,i,23,i,i,i,i,i,i,0.2,i,i
COc1ccc(N2CCCCn3c2nc2c3c(=O)n(C)c(=O)n2C)cc1,i,12,i,i,i,i,i,i,1.1,i,i
COCCN(CCOC)C(=O)c1cc2c(=O)n3ccccc3nc2s1,i,20,i,i,i,i,i,i,0.5,i,i
COC(=O)C1CCN(S(=O)(=O)c2ccc(OC)cc2)CC1,i,29,i,i,i,i,i,i,-0.4,i,i
CN1/C(=C\C(=O)CSc2nnc(N)s2)C(C)(C)c2ccccc21,i,15,i,i,i,i,i,i,-0.1,i,i
COc1ccccc1N1CCN(C(=O)c2ccc3[nH]c4c(c3c2)CC(C)CC4)CC1 (configuration not stated),i,14,i,i,i,i,i,i,-0.2,/,i
COCCCNC(=O)CSC1=Nc2ccccc2C2=NC(Cc3c[nH]c4ccccc34)C(=O)N12 (configuration not stated),i,19,i,i,i,i,i,i,-0.2,i,i
CCN(CC)CCNC(=O)c1ccc(NC(=O)C2CCN(S(=O)(=O)c3ccc4c(c3)OCCO4)CC2)cc1,i,14,i,i,i,i,i,i,-0.1,i,i
CCN(CC)CCNC(=O)c1ccc(NC(=O)c2ccccc2-c2ccc(C(F)(F)F)cc2)cc1,i,8,i,i,i,i,i,i,1.2,i,i
Cc1ccc(N2C(=O)CC(C3CCCO3)C2=O)cc1 (configuration not stated),i,22,i,i,i,i,i,i,0.0,i,i
CCC(Cc1ccccc1)NC(=O)/C=C/c1ccco1 (configuration not stated),i,28,i,i,i,i,i,i,-0.3,i,i
COc1cc(C(=O)N/C(=C\c2cn(C)c3ccccc23)C(=O)N2CCOCC2)cc(OC)c1OC,i,4,i,i,i,i,i,i,0.2,i,i
Cc1cc(C(=O)COc2ccccc2[N+](=O)[O-])c(C)n1-c1cccc(S(=O)(=O)N2CCOCC2)c1,i,27,i,i,i,i,i,i,0.0,i,i
CCCCOc1cccc(C2/C(=C(\O)c3ccc4c(c3)OCCO4)C(=O)C(=O)N2CCN2CCOCC2)c1 (configuration not stated),i,19,i,i,i,i,i,i,0.0,i,i
CC(OC(=O)c1ccccc1C(=O)N(C)c1ccccc1)C(=O)Nc1ccc(C(N)=O)cc1 (configuration not stated),i,14,i,i,i,i,i,i,0.1,i,i
Cc1cc2c(cc1C)N(Cc1ccc(Cl)cc1)C1=NCCCN12,i,63,i,111*,i,i,i,i,-0.1,i,i
O=C(NCc1ccccc1)c1cc(S(=O)(=O)N2CCC3(CC2)OCCO3)ccc1F,i,5,i,i,i,i,i,i,0.4,/,i

The list goes on:
SMILES,MrgX1 allo act,AI-2 QS modul,TRPC6 act,TRPC4 potent,MrgX1 agonist,TRPC4 agonist,MrgX1 antagonist,TRPC6 inhibitor,HIF act,PolyA inh,TRPC4 block
S=C(Nc1ccccc1Cl)N(CCCN1CCOCC1)Cc1ccco1,i,14,i,i,i,i,i,i,0.3,i,i
COc1ccc(C(c2sc3ncnn3c2O)N2CCN(c3ccccc3F)CC2)cc1OC (configuration not stated),i,24,i,i,i,i,i,i,0.2,i,i
COc1ccc(-c2[nH]nc3c2C(c2ccncc2)C(C#N)=C(N)O3)cc1 (configuration not stated),i,16,i,i,i,i,i,i,-0.1,i,i
O=C1CCCC2=C1C(c1cccs1)n1ncnc1N2 (configuration not stated),i,15,i,i,i,i,i,i,-0.1,i,i
Oc1ccc(C[C@H]2CNCCN2CCc2cc(C(F)(F)F)cc(C(F)(F)F)c2)cc1,i,19,i,i,i,i,i,i,0.3,i,i
COc1ccc(-c2cnc3c(-c4ccc(F)cc4)cnn3c2N)cc1,i,19,i,i,i,i,i,i,3.9,i,i
NC(N)=NS(=O)(=O)c1ccc(N/C=C/C(=O)c2ccc(Cl)c(Cl)c2)cc1,i,10,i,i,i,i,i,i,1.5,i,i
O=C1N[C@@H](Cc2ccccc2)C(=O)N2[C@H]1C[C@]1(Br)c3ccccc3N(S(=O)(=O)c3ccccc3)[C@H]21,i,27,i,i,i,i,i,i,0.3,i,i
Cc1ccc2[nH]c(=O)c(-c3noc(C(C)C)n3)cc2c1,i,28,i,i,i,i,i,i,-0.1,i,i
CCOC(=O)C1C(=O)CC(O)(c2ccccc2)CC1c1ccccc1 (configuration not stated),i,13,i,i,i,i,i,i,-0.3,i,i
CCOC(=O)c1ccc(NC(=O)N2CCc3ccccc3C2)cc1,i,19,i,i,i,i,i,i,0.8,i,i
Cc1cc(NC(=O)Cn2ccc([N+](=O)[O-])n2)no1,i,17,i,i,i,i,i,i,-0.2,i,i
Cc1csc(NC(=O)c2cnccn2)n1,i,18,i,i,i,i,i,i,1.1,i,i
COc1ccc(NC(=O)CCCCCN2C(=O)c3ccccc3C2=O)c(OC)c1,i,23,i,i,i,i,i,i,1.0,i,i
